Source: PubChem BioAssay (Broad Institute)
PGC1a acetyl inh = PGC1a acetylation modulation, inhibitor mode. U2OS PGC1a acetylation, AlphaScreen anti-acetyl-lysine; with virally co-expressed GCN5 acetyltransferase. inhibition, % at 15.6 µM. 0.17% of 350,000 active. AID 651687;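 active = every replicate shows inhibition of at least 40%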;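 also: 0% = neutral control wells and 100% = positive control wells; some results beyond the cut were filed as inactive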
Cneo AK release = causes C. neoformans cell lysis | adenylate kinase release luminescence, 4 h; normalised: neutral wells 0, clomiphene wells 100 | lysis activity, % at 15 µM | 0.2% of 360,000 active | AID 651654;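 active = mean lysis activity across replicates of at least 80%, whatever share of replicates individually reach that level; inactive = mean lysis activity below 80%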
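Assay system: log-phase C. neoformans yeast / Quantity: yeast cell density of 5 × 10^6 cells/mL / Medium: fresh YPD growth medium / Compound: single dose / Timing: static 4 h at 37 °C with compound, 1 h detection / Measured by: adenylate kinase release luminescence / Read-out: lysis from increased AK signal / Benchmarks: Clomiphene as positive lysis control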
LGR2 inh = Drosophila LGR2 receptor signaling inhibition; HEK293 LGR2, CRE-luciferase, bursicon-stimulated, 4 h; inhibition, % at 9.99 µM; 0.35% of 380,000 active; AID 720647;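 active = drop in luminescence signal, shown as inhibition above about 50% in the replicate tests, limit read from the data, passing the limit was not always enough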;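 also: agonist challenge used bursicon conditioned medium at about half maximal strength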
Statin myotox sup = suppressors of simvastatin-induced myotoxicity in C2C12 myotubes | ATP luminescence, 48 h; scaled: DMSO 0, geranylgeraniol control 100 | rescue of ATP level, % at 7.49 µM | 0.78% of 330,000 active | AID 602340;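 active = mean ATP rescue above about 67%, or every replicate alone reaching that limit, limit read from the data, passing the limit was not always enough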;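 also: myotubes were challenged with 10 µM simvastatin during compound exposure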
ERAP1 inh = ERAP1 (human) enzyme inhibition | Q9NZ08 | recombinant ERAP1, Leu-AMC fluorescence, 60 min | inhibition, % at 10.7 µM | 0.15% of 340,000 active;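 active = mean replicate inhibition of at least 30%, or all replicates individually reaching that 30% level; inactive = mean below 30% and not every replicate reaching it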;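 also: 0% = neutral control wells and 100% = L-leucinethiol positive control wells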
S100A4 inh HTS = blocks human S100A4 binding to myosin IIA peptide; P26447; S100A4/TAMRA-MyoIIA peptide fluorescence polarization; inhibition, % at 10.7 µM; 0.14% of 360,000 active;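 active = mean inhibition of at least 70% across replicates, with every replicate also reaching that level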
Target sequence (P26447 whole entry, looked up): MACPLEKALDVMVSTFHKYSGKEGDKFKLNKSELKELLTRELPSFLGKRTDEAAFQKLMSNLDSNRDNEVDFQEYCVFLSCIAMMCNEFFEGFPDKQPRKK
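Assay system: human S100A4 monomer with TAMRA-labelled myosin IIA peptide / Buffer or medium: Calcium-containing HEPES buffer, pH 7.2 / Reagent: TAMRA-labelled myosin IIA heavy-chain peptide probe, 5 nM / Compound: one dose per compound / Timing: polarization read 5 min after assay mix addition, stable 5–60 min / Benchmarks: neutral control DMSO, positive control TFP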
XiGFP reactiv = activators of X-chromosome reactivation in mouse fibroblasts; XiGFP mouse fibroblasts, % GFP-positive cells imaging, 3 d; cells co-treated with 5-aza-dC sensitizer; scaled so ellipticine positive control = 100%; 0.055% of 360,000 active; activation, % at 7.58 µM;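 active = mean normalized replicate activation at least 10% and every replicate at or above 10%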;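 also: 0% = median of on-plate neutral control wells and 100% = ellipticine 6 µM median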
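System: 68-5-11 XiGFP fibroblast line | Buffer or medium: DMEM containing 5-aza-dC | Compound: Single point | Times: Compounds 3 days, fix/stain 15 min at room temperature | Benchmarks: Positive control ellipticine, 6 µM final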
SIRT5 inh = blocks human SIRT5 desuccinylation of peptide. Q9NXA8. Purified SirT5, succinyl-peptide AMC, trypsin-coupled fluorescence. inhibition, % at 15 µM. 1.1% of 330,000 active; in the data active = inhibition above about 15%
Target sequence (Q9NXA8 whole entry, looked up): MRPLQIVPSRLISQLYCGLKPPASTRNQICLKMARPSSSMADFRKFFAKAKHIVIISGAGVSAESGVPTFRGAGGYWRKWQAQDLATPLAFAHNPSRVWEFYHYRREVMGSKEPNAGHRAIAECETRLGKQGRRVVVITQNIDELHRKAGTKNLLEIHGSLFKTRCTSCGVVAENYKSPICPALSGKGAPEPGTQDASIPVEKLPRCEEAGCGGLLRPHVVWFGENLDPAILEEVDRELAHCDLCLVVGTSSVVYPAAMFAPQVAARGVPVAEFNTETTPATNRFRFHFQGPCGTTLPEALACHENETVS
* marks the source's active call; other numbers are inactive results; · = not tested or not shown; & = joins results of further samples.

SMILES	PGC1a acetyl inh	Cneo AK release	LGR2 inh	Statin myotox sup	ERAP1 inh	S100A4 inh HTS	XiGFP reactiv	SIRT5 inh
CCn1cnc2c([N+](=O)[O-])c(NS(=O)(=O)c3ccc(C)cc3)ccc21	7	5	9	19	-1	31	0.0	·
OC[C@@H](O)C(O)[C@@H](O)CO (some centres undefined)	-9	-2	-16	-9	-1	0	0.3	-3
C[C@H](CO)N1C[C@H](C)[C@@H](CN(C)C(=O)C2CCCCC2)OCCCC[C@H](C)Oc2ccc(NS(=O)(=O)c3cccs3)cc2C1=O	-4	1	14	·	-9	1	0.0	10
CSCCC(=O)N1CCN(CC(=O)N2CCCC2)CC1	-2	-1	6	-18	4	-1	0.3	1
COc1ccc(S(=O)(=O)Nc2ccc3c(c2)C(=O)N([C@@H](C)CO)C[C@@H](C)[C@@H](CN(C)C(=O)Nc2ccccc2)OCCCC[C@H](C)O3)cc1	-15	5	13	·	·	·	0.4	·
CC(=O)OC1(C(C)=O)CCC2C3CC4OC45CC(O)CCC5(C)C3CCC21C (centres undefined)	6	0	1	-3	-4	0	0.1	-3
Cc1c(NC(=O)COC(=O)Cn2cc(C(F)(F)F)ccc2=O)cccc1[N+](=O)[O-]	1	4	-5	4	-1	0	0.0	-3
C[C@H]1CN([C@@H](C)CO)C(=O)c2cc(NC(=O)CCCCCC(=O)Nc3ccccc3N)ccc2O[C@H]1CN(C)S(=O)(=O)c1cn(C)cn1	1	-2	3	31	·	-6	0.4	·
Cc1cc([N+](=O)[O-])nn1CC(=O)N1CCN(Cc2ccccc2)CC1	·	·	-3	·	2	-1	0.2	-3
COCCN1C[C@@H](CO)O[C@@H](n2cnc3c(N4CCOCC4)ncnc32)C1	·	1	3	-3	3	-5	-0.1	·
Cc1ccnc(SC2CC(=O)N(c3ccc(F)cc3)C2=O)n1 (centres undefined)	·	0	0	1	3	-1	0.0	-5
C[C@H](CO)N1C[C@H](C)[C@@H](CN(C)C(=O)Nc2ccccc2)Oc2ccc(NS(=O)(=O)c3cccs3)cc2CC1=O	4	1	-6	-23	1	9	-0.7	-8
COC(=O)CN1CCN(C(=O)c2ccc(F)cc2)c2ccccc2C1	-4	-1	13	5	·	·	·	·
C[C@@H]1CCCCO[C@H](CN(C)S(=O)(=O)c2ccc(F)cc2)[C@@H](C)CN([C@@H](C)CO)C(=O)c2cc(NS(=O)(=O)c3cccs3)ccc2O1	-10	0	11	·	2	3	-1.1	9
C[C@@H]1CN([C@H](C)CO)C(=O)c2cc(NC(=O)Nc3cccc4ccccc34)ccc2O[C@@H](C)CCCCO[C@@H]1CN(C)S(=O)(=O)c1ccc(F)cc1	-14	2	11	4	0	-24	0.2	0
Cn1cc([C@]2(O)C(=O)Nc3ccc(Br)cc32)c2ccccc21	·	·	-19	·	4	-5	0.5	-2
NC(=S)NN=C1CCSCC1	-1	1	·	-4	1	1	0.0	·
Cc1noc(NC(=O)c2ccc(Cl)c(Cl)c2)c1Cl	·	·	-13	·	18	-4	-0.2	-18
O=C(NCc1ccccc1)C1C(c2ccccc2)=Nc2ccccc2N1C(=O)c1cnccn1 (centres undefined)	·	·	-11	·	0	-5	0.2	-2
CCn1cc(C(=O)NP(=O)(Nc2ccc(C)cc2)Nc2ccc(C)cc2)c2ccccc21	18	0	-1	·	-3	6	-0.1	-3
O=C(CN1CCN(S(=O)(=O)c2ccc(F)c(Cl)c2)CC1)N1CCNC1=O	-1	-2	-18	-1	1	-2	0.1	1
COCCNC(=O)c1c(N)[nH]c(C(=O)c2ccc(Br)cc2)c1-c1ccc(Br)cc1	·	·	-6	·	-4	-1	0.3	0
CCOC(=O)c1cc(C#N)c(N2CCN(C(=O)c3cccc(C(F)(F)F)c3)CC2)nc1C(F)(F)F	·	·	28	·	3	-3	-0.2	-1
Cc1cc(NC(=O)CCC(=O)N(Cc2cccs2)C(C)(C)C(=O)NC2CCCCC2)no1	-3	-1	8	5	8	3	0.2	·
Cc1noc(C)c1S(=O)(=O)N(C)C[C@H]1Oc2ccc(NC(=O)C3CC3)cc2CC(=O)N([C@H](C)CO)C[C@@H]1C	-1	50	8	-26	-1	-3	0.1	2
COc1ccc(NC(=S)N2CCC(C(=O)N3CCCCCC3)CC2)cc1	1	0	11	-1	·	·	·	·
O=C1CN(S(=O)(=O)c2ccccc2)C[C@@H]2[C@H](c3ccc(C#Cc4ccccc4)cc3)[C@@H](CO)N12	-9	·	9	·	0	-27	1.4	9
O=C(O)c1ccccc1C(=O)c1ccc(-c2ccccc2)cc1	-1	2	-20	-6	1	1	-0.1	2
CC(Oc1ccccc1F)c1nnc(SCC(=O)N(c2ccccc2)C2CCS(=O)(=O)C2)o1 (centres undefined)	·	-2	8	6	0	-15	-0.1	5
C[C@H](CO)N1C[C@H](C)[C@H](CN(C)C(=O)Nc2cccc3ccccc23)Oc2ncc(-c3cccc(C(F)(F)F)c3)cc2C1=O	13	0	3	-55	2	2	-0.4	0
O=C1c2ccncc2C(=O)N1Cc1cccc(Cl)c1	-7	-6	31	6	·	·	·	·
O=C(CSc1ccsc1[N+](=O)[O-])Nc1cc(F)ccc1F	·	·	-15	·	10	2	0.0	-5
COc1ccccc1CN1[C@@H]2CN(C(=O)C3CC3)c3ccccc3[C@@H]2[C@@H]1CO	-19	-1	16	-3	-2	9	0.1	4
C[C@@H]1CN([C@H](C)CO)C(=O)CCCn2nncc2CO[C@H]1CN(C)S(=O)(=O)c1ccc(-n2cccn2)cc1	2&0	0&-5	3	6&-12	1	0&62	0.4&0.0	2&-2
COc1ccc(CN2C[C@H](O)COC[C@H]3O[C@H](CC(=O)NCc4ccccc4Cl)CC[C@@H]32)cc1	1	2	-6	37	-1	-1	0.5	0
Cc1ccc2c(c1)C=CC(C)(C)S2(=O)=O	-1	0	6	·	1	3	-0.1	-3
CN(c1ccccc1)S(=O)(=O)c1cccc(NC(=O)c2nn(C)c(=O)c3ccccc23)c1	-14	2	-1	-10	-3	0	0.1	-1
COc1ccc(-c2cn[nH]c2-c2ccc(OCC(=O)NN)cc2O)cc1	25	1	7	7	0	-4	0.0	0
CCCNC(=O)c1nnsc1S(=O)(=O)c1ccc(Cl)cc1	-82	·	96*	·	3	-3	8.0	8
C[C@H]1CN([C@@H](C)CO)C(=O)c2cccc(NC(=O)Nc3cccc4ccccc34)c2O[C@@H]1CN(C)S(=O)(=O)c1ccc(F)cc1	18	·	3	28	2	3	-0.7	1
Nc1nc2ccccc2n1CCN1CCCC1	-2	0	·	-7	-2	-6	·	-1
O=C(NCc1ccccc1)c1ccc(-c2ccccc2C(F)(F)F)o1	·	20	-12	5	·	-3	0.0	·
N#CC1=C(N)N(c2ccc(F)cc2)C2=C(C1c1ccc(O)cc1)S(=O)(=O)CC2 (centres undefined)	-4	-1	-15	12	5	-15	0.0	3
COC(=O)c1cc(NC(=O)CN(C)C2CCS(=O)(=O)C2)cc(C(=O)OC)c1 (centres undefined)	-1	2	-20	4	1	-6	0.2	0
COc1ccc(NC(=O)N(C)C[C@@H]2Oc3ccc(NS(=O)(=O)c4cn(C)cn4)cc3C(=O)N([C@@H](C)CO)C[C@@H]2C)cc1	6	-3	-2	27	-2	-21	-1.1	5
CO[C@@H]1CC[C@@H]2CCN(C)C(=O)C[C@@H](c3ccccc3)CN(C)C(=O)c3cc(C#N)ccc3OC[C@@H]1O2	·	5	16	-14	·	·	0.0	·
CCN(C(=O)COC(=O)c1cc([N+](=O)[O-])ccc1N1CCOCC1)C1CCCCC1	6	0	1	-25	7	21	-0.1	-2
CCN(CC)c1ccc(/C=C2\C(=O)N(c3nnc(C)c(=O)[nH]3)N=C2C)cc1	-49	-3	-1	7	·	18	·	3
Cc1ccc(NC(=O)/C(=C/c2cccc([N+](=O)[O-])c2)NC(=O)C2CCCCC2)c(C)c1	-2	1	7	6	-2	-1	·	0
NC(=O)c1ccc(NS(=O)(=O)c2ccc(S(=O)(=O)N3CCCC3)cc2)cc1	-8	-1	4	-12	-3	-2	-0.1	·
CC1CN(C(=O)c2ccccc2C(=O)c2ncc[nH]2)CC(C)O1 (centres undefined)	-10	-2	3	1	-4	-2	·	-1
CC(C)c1ccc(NC(=O)CSc2nc(=O)[nH]c3c2CCCC3)cc1	0	-1	-1	-52	-1	-1	0.0	-2
C[C@H](CO)N1C[C@H](C)[C@H](CN(C)Cc2ccc(C(=O)O)cc2)OCc2cn(nn2)CCCC1=O	12	·	11	·	3	-1	-0.2	-8
N#CCCn1cc(CNC2CCC(O)CC2)c2ccccc21 (centres undefined)	·	-3	-1	3	-2	2	0.3	1
COCCNC(=S)N(c1ccccc1)C(C)C	10	1	9	11	3	-5	0.0	-1
CCCCNC1c2ccccc2C(=O)N1Cc1ccccc1 (centres undefined)	3	-2	6	-6	1	-19	0.0	-5
CN(C)S(=O)(=O)c1cc(NC(=O)CSc2cccc[n+]2[O-])ccc1Cl	-2	-1	-2	4	0	0	0.0	-2
Cc1nn(CC(=O)NC2CCC(C)CC2)c(C)c1[N+](=O)[O-] (centres undefined)	·	2	-2	3	0	3	-0.1	0
C[C@H](CO)N1C[C@H](C)[C@@H](CN(C)Cc2ccncc2)OCc2ccccc2-c2ccccc2C1=O	-2	0	17	-52	-1	0	-1.4	-1
CCOc1ccccc1NC(=O)c1cc(S(=O)(=O)N2CCC3(CC2)OCCO3)ccc1F	2	1	15	-11	·	·	·	·

Molecules listed so far containing bromine, in the order listed:
SMILES	PGC1a acetyl inh	Cneo AK release	LGR2 inh	Statin myotox sup	ERAP1 inh	S100A4 inh HTS	XiGFP reactiv	SIRT5 inh
Cn1cc([C@]2(O)C(=O)Nc3ccc(Br)cc32)c2ccccc21	·	·	-19	·	4	-5	0.5	-2
COCCNC(=O)c1c(N)[nH]c(C(=O)c2ccc(Br)cc2)c1-c1ccc(Br)cc1	·	·	-6	·	-4	-1	0.3	0

(next part)
SMILES	PGC1a acetyl inh	Cneo AK release	LGR2 inh	Statin myotox sup	ERAP1 inh	S100A4 inh HTS	XiGFP reactiv	SIRT5 inh
COc1ccc(Cn2cc(CN3CC(N4CCSCC4)CS3(=O)=O)nn2)cc1 (centres undefined)	·	·	16	·	·	-1	0.0	-8
O=C(C[C@H]1C[C@@H]2c3cc(NC(=O)C4CCC4)ccc3O[C@@H]2[C@H](CO)O1)NCc1ccccc1	-2	0	-4	-4	4	6	0.1	0
COc1cccc(C(=O)NC2CCCc3c2cnn3-c2ccc(C)c(C)c2)c1OC (centres undefined)	-3	-1	16	2	0	0	0.1	-4
CC1CCCCC1NC(=O)CO/N=C/c1ccccc1OC(F)F (centres undefined)	-11	0	7	·	-5	-1	0.0	-1

A second format for some results above.
Sequence of screens: PGC1a acetyl inh | Cneo AK release | LGR2 inh | Statin myotox sup | ERAP1 inh | S100A4 inh HTS | XiGFP reactiv | SIRT5 inh
COc1ccc(Cn2cc(CN3CC(N4CCSCC4)CS3(=O)=O)nn2)cc1 (centres undefined)
    · | · | 16 | · | · | -1 | 0.0 | -8
O=C(C[C@H]1C[C@@H]2c3cc(NC(=O)C4CCC4)ccc3O[C@@H]2[C@H](CO)O1)NCc1ccccc1
    -2 | 0 | -4 | -4 | 4 | 6 | 0.1 | 0

The list is partial; the hit share may differ from the screen's.
